TAG inh – reduces triacylglycerol accumulation in H9c2 cells. Nile Red lipid (TAG) fluorescence; cells loaded with 200 µM oleic acid. inhibition, % at 12.5 µM. 0.66% of 230,000 active. AID 651582;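 active = pattern-corrected inhibition of lipid staining of at least 50% with the nuclear-stain viability signal not falling by more than 50%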;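 also: 0% = DMSO wells and 100% = triacsin C control wells; some results filed as inactive read as strong as hits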
TAG inh DAPI viability – second read-out of TAG inh, no call of its own (marks repeat the call); DAPI nuclei signal change (viability), lower = more cytotoxic, %;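 whole-well DAPI fluorescence read on a plate reader as a viability signal; minus 50 percent equals half of cells still viable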
* hit, by the source's call; & = joins results of further samples. Only part of the results is shown; the hit share may differ from the screen's.

SMILES | TAG inh | TAG inh DAPI viability
CC(C)CCC(C)NC(=O)c1ccc2nccnc2c1 (stereo not given) | -11 | 5
O=C(CSc1nc2ccccc2[nH]1)N1CCN(c2ccc(F)cc2)CC1 | 12 | -7
CCCCN1C(=O)C(CC(=O)NCc2cccs2)CC(C(=O)N(CC)CC)=C1C (stereo not given) | 4 | -1
COc1cc(/C=N/Nc2ccccn2)ccc1OCC(C)C | -13 | -4
CC(C)(C)OC(=O)N1CCC(c2cc(=O)n3[nH]cc(C(=O)Nc4ccc(F)c(Cl)c4)c3n2)CC1 | 8 | -11
CS(=O)(=O)N(CC(=O)NCCC1=CCCCC1)c1cccc([N+](=O)[O-])c1 | -14 | -1
ON(Cc1c(F)cccc1Cl)Cc1c(F)cccc1Cl | 0 | -2
CCOc1cccc(NC(=O)Cn2nc(-c3ccc4c(c3)OCCO4)ccc2=O)c1 | -6 | 5
Cc1ccn2c(NC3CCCC3)c(-c3ccsc3)nc2c1 | -23 | 2
COc1cccc(CN(C)C(=O)c2cc(-c3ccc(OC)c(OC)c3)nc3ccccc23)c1 | 4 | 6
C[C@H]1CN([C@@H](C)CO)S(=O)(=O)c2ccc(C3=CCCC3)cc2O[C@@H]1CN(C)C(=O)C1CCCCC1 | 29 | -19
O=C(NCc1ccc2c(c1)OCO2)C1CCCN1C(=O)Nc1cccc(F)c1 (stereo not given) | 5 | 7
Cc1cc(NC(=O)COC(=O)CNC(=O)c2cccs2)c([N+](=O)[O-])cc1C | -3 | 6
CCn1c(COc2ccccc2OC)nnc1SCC#N | -20 | 9
COc1cc(C(=O)OCC(=O)Nc2ccc3c(c2)OC(F)(F)O3)ccc1OCc1c(C)noc1C | -9 | -1
CC(=O)Nc1ccc(CN2C(=O)C(C)ON=C2c2ccccc2-c2ccco2)cc1 (stereo not given) | -14 | 2
Cc1cnc(C(=O)OCC(=O)Nc2ccc(Oc3ccccc3)cc2)cn1 | 8 | -5
N#CCOC(=O)c1sccc1-n1cccc1 | -22 | -5
Cc1cc(C)cc(NS(=O)(=O)CCCS(=O)(=O)Nc2cc(C)cc(C)c2)c1 | -19 | -1
CCc1cc2c(NCC3CCCO3)ncnc2s1 (stereo not given) | -18 | 3
Cn1c(=O)cc(SCC(=O)NCc2ccc(F)cc2)c2ccccc21 | -3 | 0
O=C1CCC/C(=N\NC(=O)NC2CCCCC2)C1 | 5 | -4
O=C(N/N=C/C=C\c1ccccc1[N+](=O)[O-])c1ccccn1 | 7 | 2
O=C(Nc1cccc([N+](=O)[O-])c1)c1cc(S(=O)(=O)N2CCOCC2)cs1 | -8 | 2
C[C@@H]1NS(=O)(=O)[C@H]2C[C@@H]3C=C[C@]2(O3)[C@H]1OC(=O)c1ccc(C(C)(C)C)cc1 | -4 | 2
Cc1cc(S(=O)(=O)N(Cc2ccc3c(c2)OCO3)CC2CCCO2)ccc1-n1cnnn1 (stereo not given) | 3 | -11
O=C(Nc1nccs1)c1sc2cc(Cl)ccc2c1Cl | -9 | 8
CC(Nc1nc(N2CCN(S(C)(=O)=O)CC2)nc2ccccc12)c1ccccc1 (stereo not given) | 25 | 5
O=C(N/C=C\c1ccccc1)NCc1ccc(Cl)cc1Cl | -10 | 7
C=CCSc1nc2ccccc2c(=O)[nH]1 | 3 | -1
Cn1ncc2c(O/N=C(\N)c3ccc(C(C)(C)C)cc3)ncnc21 | 86* | -30*
Cc1cc(C(=O)COC(=O)C2=NNC(=O)CC2)c(C)n1CCc1ccccc1 | -10 | -6
CCn1c(N)c(C(=O)N2CCOCC2)sc1=S | 8 | -8
Cc1cc(=O)oc2cc(OCCSCCN3CCOCC3)ccc12 | 4 | 10
COc1ccc(N2CCN(C(c3ccccc3)c3sc4nc(C)nn4c3O)CC2)cc1 (stereo not given) | -17 | 4
Cc1ccc(CN2CCNC(=O)C2CC(=O)NCCCn2nnc3ccccc32)cc1 (stereo not given) | 12 | 10
O=Cc1ccccc1-n1cccn1 | 7 | 2
CC(C)NC(=O)c1cc(C2CCCCN2S(=O)(=O)c2ccc(F)cc2F)on1 (stereo not given) | -13 | 7
Nc1ccc(S(=O)(=O)Nc2ncccn2)cc1 | 3 | 6
NC(=O)c1ccc(NC(=O)CCC(=O)N2CCN(S(=O)(=O)c3ccc(Cl)cc3)CC2)cc1 | 3 | 0
Nc1ccccc1Sc1nc2ccccc2[nH]1 | 3 | 21
CCC(=O)N1CCc2cc(S(=O)(=O)NCCN3CCCCC3CC)ccc21 (stereo not given) | 16 | -4
CC[C@]12c3[nH]c4cc(-c5ccco5)ccc4c3CCN1C(=O)[C@@H](CC(=O)NCCCOC)C[C@@H]2C(=O)N1CCN(C(=O)C2CC2)CC1 | 2 | 5
O=C(CN1C(=O)NC2(CCCCCCC2)C1=O)Nc1ccc(Br)cc1 | 22 | -7
CN(C[C@H](Cc1ccccc1)N(C[C@H](Cc1ccccc1)N(CCC(C)(C)C)N=O)N=O)N=O | 21 | -11
Nc1ccncc1N | -10 | 5
COc1ccccc1CN1CC(C(=O)NC2(c3ccccc3)CC2)CCC1=O (stereo not given) | 3 | 3
N=c1sccn1CC(=O)NC(c1ccccc1)c1ccccc1 | 30 | -12
CCc1ccc(CCC(=O)Nc2ccc(C(C)=O)cc2)o1 | 7 | -4
CC(=O)Nc1ccc(NC(=O)COC(=O)c2ccco2)cc1 | -5 | 0

Molecules from the list above that contain an aryl methoxy group, in the order listed:
SMILES | TAG inh | TAG inh DAPI viability
COc1cc(/C=N/Nc2ccccn2)ccc1OCC(C)C | -13 | -4
COc1cccc(CN(C)C(=O)c2cc(-c3ccc(OC)c(OC)c3)nc3ccccc23)c1 | 4 | 6
CCn1c(COc2ccccc2OC)nnc1SCC#N | -20 | 9
COc1cc(C(=O)OCC(=O)Nc2ccc3c(c2)OC(F)(F)O3)ccc1OCc1c(C)noc1C | -9 | -1
COc1ccc(N2CCN(C(c3ccccc3)c3sc4nc(C)nn4c3O)CC2)cc1 (stereo not given) | -17 | 4
COc1ccccc1CN1CC(C(=O)NC2(c3ccccc3)CC2)CCC1=O (stereo not given) | 3 | 3

Other compounds.
SMILES | TAG inh | TAG inh DAPI viability
CCOc1ccccc1N(C(=O)CNC(=O)c1ccco1)C(C(=O)NC1CCCC1)c1cccnc1 (stereo not given) | 23 | -2
COC(=O)c1sccc1NC(=O)Nc1ccccc1Cl | -1 | -2
O=[N+]([O-])c1ccc(OC/C=C2\Oc3ccc([N+](=O)[O-])cc3C2N2CCOCC2)cc1 (stereo not given) | -40 | 7
COc1ccc(C(C(=O)NC2CCCC2)N2CCc3ccccc32)cc1 (stereo not given) | -29 | -3
CCCCNS(=O)(=O)c1ccc2nc(SCC(N)=O)[nH]c2c1 | 5 | 0
CCOC(=O)c1cc(-c2ccccc2)nc2c(O)cccc12 | -14 | 2
CC(=O)Nc1ccc(NC(=O)C(C)OC(=O)CCCc2c[nH]c3ccccc23)cc1 (stereo not given) | -5 | -7
O=C(C[n+]1ccn(CCCNP2(=O)C=C(c3ccccc3)OC(c3ccccc3)=C2)c1)c1cccs1 | -13 | 27
Cc1ccc(NC(=O)Nc2ccc3c(c2)CCC3)cc1 | -12 | 9
C#CCNC(=O)C1=C[C@H](c2ccc3c(c2)OCO3)[C@@H](CCCO)[C@H](OCC)O1 | 10 | 6
O=C(NCCCCc1ccccc1)Nc1cccc(F)c1 | -12 | 0
CN1CCN(C(=O)c2cc3c(C(F)(F)F)nn(C)c3s2)CC1 | 0 | 1
CN(C(=O)c1cccc(NC(=O)Cc2ccc(NC(=O)C3CCCN(C(=O)C4CC4)C3)cc2)c1)C1CCCCC1 (stereo not given) | -1 | 2
COc1cc2cc(CCCO)oc(=O)c2cc1OC | -6 | 0
Cc1ccc(C(O)c2ncc(-c3ccc(Cl)cc3)[nH]2)cc1F (stereo not given) | -16 | -10
COc1ccc(OC)c(NC(=O)CSc2nnc3ccc(-c4ccncc4)nn23)c1 | 10 | 0
CCCN(C(=O)CSc1nnnn1-c1ccccc1OC)C1CCS(=O)(=O)C1 (stereo not given) | -11 | 2
O=[N+]([O-])c1cccnc1Oc1cc(Cl)c(Cl)cc1Cl | 15 | -6
O=C(NCCc1ccc2c(c1)OCCO2)c1cc(S(=O)(=O)N2CCCC2)ccc1Cl | -2 | 9
Cc1ccc(N2C(=O)[C@@H]3[C@H](C2=O)[C@H]2C=CC=NN2[C@@H]3C(=O)Nc2ccccc2)cc1 | 13 | -3
NC(=O)c1sc2nc3c(c(-c4cccs4)c2c1N)CCCCC3 | -5 | 1
O=C(NCC1CCCO1)c1cccc(S(=O)(=O)Nc2cccc(C(F)(F)F)c2)c1 (stereo not given) | 9 | 6
O=C(Cc1ccc(F)cc1)Nc1nnc(SCC(=O)N2CCCCC2)s1 | 7 | -13
OC(CNCC1CCCO1)COc1ccc(OCC(O)CNCC2CCCO2)cc1 (stereo not given) | -10 | 9
CCOC(=O)N1CCN(C(=O)CSc2nc3c([nH]c4ccccc43)c(=O)n2CC)CC1 | -14 | 7
CC(=O)OCC1=C(C(=O)O)N2C(=O)C(NC(=O)c3ccc(COc4ccc(Cl)cc4)o3)C2SC1 (stereo not given) | -12 | -8
CCOC(=O)c1cc(/C(C)=N/OC(=O)c2ccc(Cl)cc2)on1 | -3 | 9
O=C(Nc1ccc(C(=O)N2CCOCC2)cc1)Nc1cccc(C(F)(F)F)c1 | 7 | 10
CCc1noc(C)c1C(=O)N1CCN(S(=O)(=O)c2c(C)c(C)cc(C)c2C)CC1 | -6 | 0
Cc1cccc(-n2cnc3cc(C(=O)NCCN4CCOCC4)ccc32)c1 | 10 | 3
COc1ccc(CNC(=O)CNC(=O)c2ccc(Br)o2)cc1OC | -2 | -4
CN(C)c1ccc(/C=N/NC(=O)c2ccn(C)n2)cc1 | 1 | -4
CCC(CC)C(=O)N1CC(=O)Nc2ccc(Br)cc2C1c1ccccc1 (stereo not given) | -3 | 8
COc1ccc(S(=O)(=O)NCC2CCCN(C(=O)c3ccccc3)C2)cc1 (stereo not given) | 2 | -4
CC1CCN(C(=O)CSc2nnc(CNC(=O)c3ccc(S(=O)(=O)N(C)C)cc3)o2)CC1 | -19 | -3
COc1ccc(CCNC(=O)c2cc(S(=O)(=O)N3CCOCC3)ccc2N2CCCC2)cc1OC | -4 | 2
c1ccc(Cn2nnc3c(NCC4CC4)ncnc32)cc1 | 24 | -8
COc1cc(NS(=O)(=O)c2ccc(NC(=O)/C=C/C(=O)O)cc2)nc(OC)n1 | -5 | 2
O=C(c1c(F)cccc1F)N1CCN(S(=O)(=O)c2ccc3c(c2)OCCO3)CC1 | -8 | 0
O=C(O)c1ccccc1C(=O)NCCCn1ccnc1 | -5 | -5

Copied from the list.
Reading of c1ccc(Cn2nnc3c(NCC4CC4)ncnc32)cc1 in TAG inh DAPI viability: -8
Reading of CCC(CC)C(=O)N1CC(=O)Nc2ccc(Br)cc2C1c1ccccc1 (stereo not given) in TAG inh: -3
Reading of COc1cc(NS(=O)(=O)c2ccc(NC(=O)/C=C/C(=O)O)cc2)nc(OC)n1 in TAG inh: -5

New compounds follow.
SMILES | TAG inh | TAG inh DAPI viability
CCCCCCSc1cc(-c2nc3ccc(Cl)cn3c2NC2CCCCC2)ccc1OC | 66* | 92*
CC1=C(C(=O)OCc2ccccc2)C(c2ccc(C#N)cc2)NC(=O)N1CCCC(=O)O (stereo not given) | 0 | 5
CSC1=C(C#N)C(c2sccc2C)CC(=O)N1 (stereo not given) | 2 | -9
Cc1ccc(S(=O)(=O)N2CCN(C(=O)COC(=O)c3ccc(Cl)c(S(N)(=O)=O)c3)CC2)c(C)c1 | -1 | -6
COc1ccc(C(C)(C)C)cc1NC(=O)COC(=O)C(C)C | -3 | 2
CC12CCC(C)(O1)C1C(=O)N(c3nccs3)C(=O)C12 (stereo not given) | 20 | -3
COC(=O)c1cc(NC(=O)Cc2cc(OC)c(OC)c(OC)c2)cc(C(=O)OC)c1 | -5 | -2
CCOc1ccc2nc(N/C(N)=N/C(=S)Nc3ccc(OC)cc3)nc(C)c2c1 | 14 | 31
Cc1cccc(C(=O)NCC(C)NC(=O)c2cccc(C)c2)c1 (stereo not given) | -14 | -5
CCNC(=O)NC(=O)C(C)OC(=O)C(C)(C)Oc1ccc(Cl)cc1 (stereo not given) | 3 | -6
COc1ccc(CCN(Cc2ccccn2)C(=S)Nc2ccccc2F)cc1OC | -9 | -6
CCC(=O)Nc1cccc(-c2csc(-c3ccccc3)n2)c1 | -8 | 11
COc1ccc(NC(=S)NC23CC4CC(CC(C4)C2)C3)cc1OC | -25 | -5
O=C(CCNC(=O)c1ccco1)Nc1nc2ccccc2s1 | 7 | -3
CCOC(=O)C1(CCSC)NC(c2ccco2)C2C(=O)N(C)C(=O)C21 (stereo not given) | 13 | 1
O=C(COc1ccccc1)NCc1cccs1 | 9 | -5
Cc1ccc(C(=O)NCC(=O)OCc2c(F)cccc2Cl)s1 | -2 | -2
Cc1ccccc1C(=O)c1cccn1CC(=O)NCc1ccc2c(c1)OCO2 | 13 | -8
Cc1cc(C)c(CN2CCN(C(=O)Cn3cnc(C(=O)Nc4ccc(C)c(C)c4)n3)CC2)c(C)c1 | -4 | -8
CC1(C)C(c2ccccc2)=[N+]([O-])C2(CCCCC2=O)N1O (stereo not given) | 16 | -3
Cc1cccc(-n2c(O)c(C=Nc3c(C)n(C)n(-c4ccccc4)c3=O)c3ccccc3c2=O)n1 | -6&7 | 5&-2
CC(=O)OC[C@@H]1CN(Cc2cccc(C(F)(F)F)c2)C[C@H](n2cnc3c(N4CCOCC4)ncnc32)O1 | 19 | -6

Seven compounds drawn at random from the list so far, as already listed:
SMILES | TAG inh | TAG inh DAPI viability
CC1(C)C(c2ccccc2)=[N+]([O-])C2(CCCCC2=O)N1O (stereo not given) | 16 | -3
Cc1cc(C)c(CN2CCN(C(=O)Cn3cnc(C(=O)Nc4ccc(C)c(C)c4)n3)CC2)c(C)c1 | -4 | -8
COc1ccc(NC(=S)NC23CC4CC(CC(C4)C2)C3)cc1OC | -25 | -5
CC(=O)OC[C@@H]1CN(Cc2cccc(C(F)(F)F)c2)C[C@H](n2cnc3c(N4CCOCC4)ncnc32)O1 | 19 | -6
Cc1ccccc1C(=O)c1cccn1CC(=O)NCc1ccc2c(c1)OCO2 | 13 | -8
COc1ccc(CCN(Cc2ccccn2)C(=S)Nc2ccccc2F)cc1OC | -9 | -6
Cc1ccc(C(=O)NCC(=O)OCc2c(F)cccc2Cl)s1 | -2 | -2

Screening results: PubChem, Sanford-Burnham Center for Chemical Genomics
